Compound activity: PubChem BioAssay, several laboratories
PostGolgi ctrl – growth of the yeast control strain, post-Golgi counter-screen; efflux-deficient yeast background strain, growth absorbance A615, 16 h; inhibition, % at 10 µM; actives 5% (n = 98,000); AID 738
CYP2C19 act – increases human CYP2C19 enzyme activity. activation factor at 5 µM. 96,000 tested, under 10 active. AID 1025. P33261. recombinant CYP2C19, luciferin-H EGE luminescence; stronger effect = higher value; 0 = fully inhibited enzyme, 1 = untreated enzyme;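 active = activation factor of at least 2 at 5 µM in the primary screen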;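 also: 0 = wells with 2.5 mM tranylcypromine and 1 = vehicle-only wells; values of inactives mirror those of a sister screen read the other way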
Target sequence (P33261 whole entry, looked up): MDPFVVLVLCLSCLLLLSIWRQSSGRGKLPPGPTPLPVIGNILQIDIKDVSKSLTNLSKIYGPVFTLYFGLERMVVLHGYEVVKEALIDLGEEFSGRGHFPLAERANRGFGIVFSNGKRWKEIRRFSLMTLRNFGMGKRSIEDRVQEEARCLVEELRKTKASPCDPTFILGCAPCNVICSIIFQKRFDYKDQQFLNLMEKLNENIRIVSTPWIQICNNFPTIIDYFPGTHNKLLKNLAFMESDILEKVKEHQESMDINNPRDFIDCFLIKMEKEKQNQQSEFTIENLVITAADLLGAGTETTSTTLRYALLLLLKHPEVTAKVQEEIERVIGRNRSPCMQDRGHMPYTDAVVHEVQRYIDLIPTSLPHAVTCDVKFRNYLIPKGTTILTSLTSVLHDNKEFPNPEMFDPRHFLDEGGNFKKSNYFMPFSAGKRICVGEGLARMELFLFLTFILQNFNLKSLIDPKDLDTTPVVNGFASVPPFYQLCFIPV
PostGolgi yeast – growth inhibition of a yeast mutant, post-Golgi transport screen; post-Golgi transport phenotypic cell assay; inhibition, % at 10 µM; actives 0.9% (n = 98,000);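 also: yeast cells grown in 1536-well plates; yeast grown about 18 h at 30C before absorbance read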
S1P2 ag – S1P2 (human) receptor agonism; O95136; S1P2-expressing cell line, agonist reporter read-out; activation, % at 4.5 µM; actives 0.46% (n = 97,000); in the data active = activation above about 16%;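 also: 0% = vehicle low control and 100% = maximal reference agonist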
hDAT+cocaine – modulates human dopamine transporter uptake under cocaine; B-score at 10 µM; Q01959; actives 1.3% (n = 110,000); LLC-PK1 hDAT cells, [14C]-dopamine uptake with cocaine IC80; actives deviate in either direction;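 active = Z score or B-score, a plate-position-corrected score, falls beyond the plate's 99.7% confidence bounds, in either direction; inactive = both scores lie inside the 99.7% bounds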;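 also: scored against the spread of the other compound wells on the same plate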
Target sequence (Q01959 whole entry, looked up): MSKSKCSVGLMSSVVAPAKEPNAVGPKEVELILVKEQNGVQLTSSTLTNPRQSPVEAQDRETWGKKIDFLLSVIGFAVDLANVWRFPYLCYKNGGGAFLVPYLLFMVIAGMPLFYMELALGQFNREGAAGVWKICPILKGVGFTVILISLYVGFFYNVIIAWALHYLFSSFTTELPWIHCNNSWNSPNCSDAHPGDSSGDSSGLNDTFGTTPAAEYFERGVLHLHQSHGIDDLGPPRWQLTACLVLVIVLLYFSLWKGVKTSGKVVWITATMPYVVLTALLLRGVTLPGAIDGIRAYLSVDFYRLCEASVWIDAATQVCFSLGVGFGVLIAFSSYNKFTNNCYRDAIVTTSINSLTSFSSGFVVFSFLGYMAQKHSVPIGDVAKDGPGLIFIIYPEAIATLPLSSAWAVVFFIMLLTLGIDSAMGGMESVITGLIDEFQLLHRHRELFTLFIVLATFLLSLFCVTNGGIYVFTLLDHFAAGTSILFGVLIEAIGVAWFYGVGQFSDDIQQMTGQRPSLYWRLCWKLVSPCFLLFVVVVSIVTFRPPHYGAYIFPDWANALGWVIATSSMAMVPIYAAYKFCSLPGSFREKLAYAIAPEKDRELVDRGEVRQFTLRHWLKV
sEH inhibitor – soluble epoxide hydrolase (human) inhibition. actives 0.34% (n = 91,000). inhibition, % at 2 µM. recombinant human sEH enzymatic activity assay. P34913; in the data active = inhibition above about 80%; also: values of inactives mirror those of a sister screen read the other way; many of its hits are not listed in these tables
S1P2 antag – S1P2 (human) receptor antagonism | inhibition, % at 5 µM | AID 736 | O95136 | cell-based S1P2 antagonist assay, inhibition at 5 uM | actives 0.21% (n = 97,000); in the data active = inhibition above about 45%;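 also: CRE beta-lactamase reporter cells expressing human S1P2 stimulated with S1P; 0% = agonist at EC80 alone and 100% = agonist plus reference antagonist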
CYP2C19 inhib – human CYP2C19 inhibition; CYP2C19 Supersomes, luciferin-H EGE luminescence, 30 min; actives 21% (n = 96,000); inhibition, % at 5 µM;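 active = CYP2C19 inhibition above a set limit at 5 µM in the primary screen, cut at about 50% in these data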;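 also: plate controls were negative control wells for no effect and 2.5 mM tranylcypromine positive control for full effect; values of inactives mirror those of a sister screen read the other way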
sEH activator – increases human soluble epoxide hydrolase activity; P34913; purified human sEH enzymatic activity, activator screen; activation, % at 2 µM; actives 0.04% (n = 91,000); AID 717; in the data active = activation above about 37%; also: values of inactives mirror those of a sister screen read the other way
* = called active by the depositor; x = no result given. Rule as the data show it, unless noted: active = inhibition above about 30%; inactive = the rest.

item | SMILES | PostGolgi ctrl | CYP2C19 act | PostGolgi yeast | S1P2 ag | hDAT+cocaine
1 | CC(C)CNC(=O)C(=O)NC1CCCC1 | x | x | x | -10 | -1.1
2 | Cc1ccc(CNC(=O)CN2CCCC(C)C2)cc1 (centres undefined) | 7 | 0.6 | 2 | 3 | 0.51
3 | CCCOc1ccc(/C=N/NC(=O)c2ccc(Cn3cc([N+](=O)[O-])cn3)o2)cc1 | -4 | 0.9 | 15 | -1 | x
4 | CCN(Cc1ccccc1)C(c1ccc(C)cc1)c1nnnn1C(C)(C)CC (centres undefined) | 9 | 0.6 | 7 | 0 | 1.8
5 | CN(C(=O)c1ccccc1NC(=O)C(F)(F)F)c1ccccc1 | 13 | 0.9 | 0 | -7 | -0.27
6 | CC(NC(=O)CN(C)Cc1nc2ccccc2c(=O)[nH]1)c1ccccc1 (centres undefined) | -9 | 0.7 | 9 | -4 | 0.33
7 | O=C(N/N=C/C(Cl)=C\c1ccccc1)c1cnccn1 | 0 | 0.8 | -5 | 1 | -0.69
8 | O=C1c2ccccc2C(=O)N1CCc1ccccn1 | -6 | 0.2 | -1 | -4 | 0.16
9 | c1ccc(OCc2nc3ccccc3s2)cc1 | 1 | 0.6 | 2 | -4 | 0.021
10 | CCCn1c(N2CCN(CC(=O)c3c(C)n(C)c4ccccc34)CC2)nc2c1c(=O)[nH]c(=O)n2C | 16 | 0.8 | -5 | 5 | 2.8*
11 | CCCn1nnc(NC(=O)c2cc(Br)cc(Br)c2OC)n1 | 7 | 0.2 | -9 | -2 | 0.73
12 | O=C(COc1ccccc1)N1CCN(S(=O)(=O)Cc2ccccc2)CC1 | 5 | 0.7 | 5 | -6 | 0.72

item | sEH inhibitor | S1P2 antag | CYP2C19 inhib | sEH activator
1 | -3 | 8 | x | 2
2 | -12 | -27 | 43 | 14
3 | 49 | -8 | 5 | -48
4 | 33 | -7 | 39 | -35
5 | 5 | 15 | 14 | -5
6 | -8 | -9 | 32 | 11
7 | 11 | -23 | 21 | -10
8 | 1 | 3 | 84* | 4
9 | 6 | -11 | 36 | -5
10 | 3 | -23 | 22 | -3
11 | 8 | 11 | 83* | -8
12 | -3 | -5 | 34 | 2

Other entries follow.
item | SMILES | PostGolgi ctrl | CYP2C19 act | PostGolgi yeast | S1P2 ag | hDAT+cocaine
13 | CCC(CC)C(=O)Nc1cccc(S(=O)(=O)c2cccc(NC(=O)C(CC)CC)c2)c1 | 3 | 0.9 | 4 | 2 | -0.3
14 | COc1ccc(C=O)cc1COc1ccc(C)cc1[N+](=O)[O-] | 17 | 0.8 | 4 | -2 | -1.5
15 | CCN(C(=O)c1cn(C)c(=O)c2cc(OC)c(OC)cc12)c1cc(OC)ccc1OC | 14 | 1 | -4 | -3 | 0.1
16 | O=c1[nH]c(NC2CCCCC2)nnc1Cc1ccccc1 | 8 | 1 | 3 | -4 | -0.19
17 | O=C(C1CC1)N1CCN(c2nc3ccccc3s2)CC1 | 6 | 0.9 | -1 | -3 | 0.31
18 | COc1ccc(N(CC(=O)NCCC2=CCCCC2)S(C)(=O)=O)cc1OC | -3 | 0.9 | -3 | -2 | -0.69
19 | N/C(Cc1ccc([N+](=O)[O-])cc1)=N\OC(=O)c1ccc([N+](=O)[O-])cc1 | 27 | 0.8 | 5 | -2 | x
20 | Nc1ccccc1NC1=CC(=O)CC(c2ccco2)C1 (centres undefined) | -4 | 0.9 | -3 | -6 | 0.025
21 | O=C1CC(N2CCN(S(=O)(=O)c3ccc(Cl)cc3)CC2)C(=O)N1CCc1ccccc1 (centres undefined) | 17 | x | 5 | -4 | -0.1
22 | CC(C)Sc1nnc([C@@H]2CCCN2C(=O)OC(C)(C)C)o1 | 2 | 0.7 | -2 | -7 | -0.14
23 | COc1ccc(C(=O)Nc2nncs2)c(OC)c1 | 6 | 1.1 | -11 | -5 | -0.67
24 | O=C(c1ccc(-c2nnc(Nc3cccc(Cl)c3)c3ccccc23)cc1)N1C[C@H]2C[C@H](C1)c1cccc(=O)n1C2 | 11 | 0.8 | 0 | -6 | 0.44

item | sEH inhibitor | S1P2 antag | CYP2C19 inhib | sEH activator
13 | 13 | -5 | 11 | -15
14 | 8 | -19 | 16 | -6
15 | x | 10 | -3 | x
16 | 6 | 25 | -3 | -5
17 | -12 | 9 | 6 | 12
18 | 6 | 1 | 9 | -6
19 | -5 | -21 | 20 | 6
20 | 11 | 6 | 13 | -8
21 | 0 | 12 | x | -1
22 | -4 | 6 | 30 | 3
23 | -3 | 2 | -15 | 2
24 | 17 | -21 | 16 | -14

Other entries follow.
item | SMILES | PostGolgi ctrl | CYP2C19 act | PostGolgi yeast | S1P2 ag | hDAT+cocaine
25 | O=C(O)c1ccccc1C(=O)Nc1n[nH]c(=S)s1 | 6 | 1 | -1 | -6 | 0.28
26 | Cc1ccc(CNC(=O)CS(=O)Cc2nc(-c3cccs3)oc2C)cc1 (centres undefined) | 11 | 0.8 | -4 | -4 | 0.34
27 | O=C(Nc1nc(-c2ccc(S(=O)(=O)N3CCCCCC3)cc2)cs1)c1cccs1 | 9 | 0.9 | -12 | -4 | 1.2
28 | CC(C)C1C(C#N)=C(N)SC(N)=C1C#N | 4 | 0.3 | -1 | -5 | 0.25
29 | COc1ccc(-c2[nH]nc3c2C(c2ccsc2)C(C#N)=C(N)O3)cc1 (centres undefined) | 4 | 0.8 | 8 | -3 | 0.25
30 | CC(C)c1nnc(SCC(=O)Nc2ccc3c(c2)OCO3)n1C | x | x | x | -6 | -0.85
31 | CN1CCC(=NNC(=O)C(=O)NCc2ccccc2)CC1 | 4 | 1.1 | -5 | -7 | 1.3
32 | CCOc1ccc(NC(=O)[C@@H](NC(=O)c2ccccc2Br)C(C)C)cc1 | 12 | 0.8 | -1 | -2 | -1.1
33 | Cc1ccc(-n2c(=O)c(C#N)cc3c(=O)n4ccccc4nc32)cc1C | 13 | 0.9 | -3 | 5 | 0.059
34 | C=C(C)c1cccc(C(C)(C)NC(=O)N2CC(C)OC(C)C2)c1 (centres undefined) | -1 | 0.3 | 5 | -8 | -1.2
35 | CC(C)CCNC(=O)CCn1nc(-c2ccccc2)ccc1=O | 14 | 0.9 | -3 | -7 | x
36 | COC(=O)C1=C(C)Nc2ncnn2C1c1ccc(OC(=O)c2ccccc2)cc1 (centres undefined) | -7 | 0.6 | -9 | -14 | 0.86

item | sEH inhibitor | S1P2 antag | CYP2C19 inhib | sEH activator
25 | 26 | -10 | 2 | -27
26 | 15 | -1 | 20 | -16
27 | 2 | 19 | 10 | 2
28 | 13 | 20 | 68* | -13
29 | -24 | 6 | 25 | 20
30 | 1 | 7 | x | 5
31 | 17 | 26 | -12 | -18
32 | -9 | -6 | 18 | 12
33 | -27 | -36 | 6 | 26
34 | 21 | 11 | 69* | -23
35 | 5 | 27 | 14 | -5
36 | 5 | 8 | 40 | -6

A second format for part of the listing above:
36. COC(=O)C1=C(C)Nc2ncnn2C1c1ccc(OC(=O)c2ccccc2)cc1 (centres undefined)
  PostGolgi ctrl: -7
  CYP2C19 act: 0.6
  PostGolgi yeast: -9
  S1P2 ag: -14
  hDAT+cocaine: 0.86
  sEH inhibitor: 5
  S1P2 antag: 8
  CYP2C19 inhib: 40
  sEH activator: -6
32. CCOc1ccc(NC(=O)[C@@H](NC(=O)c2ccccc2Br)C(C)C)cc1
  PostGolgi ctrl: 12
  CYP2C19 act: 0.8
  PostGolgi yeast: -1
  S1P2 ag: -2
  hDAT+cocaine: -1.1
  sEH inhibitor: -9
  S1P2 antag: -6
  CYP2C19 inhib: 18
  sEH activator: 12

New compounds follow:
item | SMILES | PostGolgi ctrl | CYP2C19 act | PostGolgi yeast | S1P2 ag | hDAT+cocaine
37 | NC(=O)CSc1nnc(-c2cccs2)n1-c1ccccc1 | 0 | 1 | -11 | -3 | -0.0082
38 | Oc1ccc(CN2CCCc3ccccc32)c2cccnc12 | 7 | 1.1 | 2 | -2 | -0.033
39 | O=C(N1CCCCC1)C1(c2ccccc2)CCOCC1 | 12 | 0.8 | -1 | -7 | -0.83
40 | CC(=O)c1cn(CC(=O)Nc2ccc(C)cc2C)c2ccccc12 | x | x | x | -6 | -1.1
41 | O=C(NCCc1ccccc1)C1CCN(S(=O)(=O)c2cccc3nonc23)CC1 | 0 | 0.8 | -6 | -4 | -0.15
42 | O=C(CCCOc1ccccc1)N1CCN(C(=O)c2ccco2)CC1 | 18 | 0.7 | 4 | -3 | 0.18
43 | CCCCn1c(SCC(=O)N2CCN(c3ccccc3)CC2)nc2ccsc2c1=O | 43* | 0.5 | 3 | -5 | -0.22
44 | Nc1nnc(SCc2ccc(F)cc2Cl)s1 | -5 | 0.1 | 9 | -9 | -0.00041
45 | O=C(O)CCCn1c(=O)[nH]c2ccccc2c1=O | -1 | 1.1 | 1 | -7 | -1.1
46 | C=CCn1c(=N)c(C(=O)NCCCOC)cc2c(=O)n3ccccc3nc21 | 1 | 1 | -4 | 30* | -0.48
47 | O=C(/C=C/c1c(Cl)cccc1Cl)NCCc1ccccc1 | 0 | 0.8 | 1 | -4 | 0.029
48 | Cc1ccc(N(CC(=O)NCc2cccs2)S(=O)(=O)c2cccs2)cc1 | 10 | 0 | 3 | -7 | 0.47

item | sEH inhibitor | S1P2 antag | CYP2C19 inhib | sEH activator
37 | -8 | 11 | 4 | 10
38 | -4 | 9 | -8 | 7
39 | 6 | 11 | 22 | -4
40 | 4 | 19 | x | 1
41 | 18 | -12 | 19 | -18
42 | -4 | 24 | 31 | 8
43 | x | 8 | 51* | x
44 | -5 | -5 | 91* | 5
45 | 8 | 10 | -6 | -8
46 | 4 | -33 | 2 | -5
47 | 79 | -7 | 20 | -79
48 | 8 | 26 | 96* | -9

Going on with the list.
item | SMILES | PostGolgi ctrl | CYP2C19 act | PostGolgi yeast | S1P2 ag | hDAT+cocaine
49 | COc1ccc(OC)c(C2CC(=O)N3CN(c4ccccc4F)CSC3=C2C#N)c1 (centres undefined) | 8 | 0.5 | -2 | -2 | -0.56
50 | COC(=O)c1ccc(NC(=S)NCCC2=CCCCC2)cc1 | -9 | 0.9 | -10 | -3 | -0.0071
51 | O=C(Nc1ccc(CN2CCOCC2)cc1)c1cccs1 | 6 | 1.1 | -4 | -1 | 0.043
52 | Cc1ccc(-c2onc3ccc(C=O)cc23)cc1 | -13 | 0.7 | -2 | -5 | -0.16
53 | O=C(CCc1ccc(S(=O)(=O)N2CCCCC2)cc1)c1nnc(-c2ccccc2)o1 | -1 | 0.3 | 4 | x | -0.1

item | sEH inhibitor | S1P2 antag | CYP2C19 inhib | sEH activator
49 | 3 | 4 | 47 | -4
50 | 24 | -17 | 10 | -22
51 | 25 | -8 | -13 | -21
52 | -1 | -19 | 25 | 0
53 | x | x | 74* | x

By substructure: those above with a thiophene ring, fused or not (7)
item | SMILES | PostGolgi ctrl | CYP2C19 act | PostGolgi yeast | S1P2 ag | hDAT+cocaine
26 | Cc1ccc(CNC(=O)CS(=O)Cc2nc(-c3cccs3)oc2C)cc1 (centres undefined) | 11 | 0.8 | -4 | -4 | 0.34
27 | O=C(Nc1nc(-c2ccc(S(=O)(=O)N3CCCCCC3)cc2)cs1)c1cccs1 | 9 | 0.9 | -12 | -4 | 1.2
29 | COc1ccc(-c2[nH]nc3c2C(c2ccsc2)C(C#N)=C(N)O3)cc1 (centres undefined) | 4 | 0.8 | 8 | -3 | 0.25
37 | NC(=O)CSc1nnc(-c2cccs2)n1-c1ccccc1 | 0 | 1 | -11 | -3 | -0.0082
43 | CCCCn1c(SCC(=O)N2CCN(c3ccccc3)CC2)nc2ccsc2c1=O | 43* | 0.5 | 3 | -5 | -0.22
48 | Cc1ccc(N(CC(=O)NCc2cccs2)S(=O)(=O)c2cccs2)cc1 | 10 | 0 | 3 | -7 | 0.47
51 | O=C(Nc1ccc(CN2CCOCC2)cc1)c1cccs1 | 6 | 1.1 | -4 | -1 | 0.043

item | sEH inhibitor | S1P2 antag | CYP2C19 inhib | sEH activator
26 | 15 | -1 | 20 | -16
27 | 2 | 19 | 10 | 2
29 | -24 | 6 | 25 | 20
37 | -8 | 11 | 4 | 10
43 | x | 8 | 51* | x
48 | 8 | 26 | 96* | -9
51 | 25 | -8 | -13 | -21
